# High-throughput results: PubChem BioAssay, National Center for Advancing Translational Sciences (NCATS)
# KB-V1 cytotox – KB-V1 MDR subline cytotoxicity. KB-V1 MDR cells viability, CellTiter-Glo, 72 h. Potency, µM (series often up to 46.1 µM), for inactives: at the highest dose activity change, negative = cytotoxicity, most hits filed as cytotoxic. actives 3.4% (n = 400,000). AID 1347076; further: potency means the concentration at half of the fitted maximal effect; on the % scale 0 is the no-effect control and ±100 the full control effect; nearly all actives have a fitted effect of over 60% in size
#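 Cells of the MDR subline KB-V1 are plated, dosed with compound at multiple concentrations, and incubated 72 h at 37 degrees C; CellTiter-Glo is then added and luminescence read after 10 min.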
# S2 tox – reduces viability in counter-screen for ATXN expression inhibitors; Potency, µM (top dose mostly 56.7 µM), hits mostly cytotoxic; actives 0.49% (n = 400,000); S2 cells (HEK-293 line with an ATXN2-luciferase reporter) viability, CellTiter-Fluor protease fluorescence, 24 h; further: potency means the concentration at half of the fitted maximal effect; nearly all actives have a fitted effect of over 40% in size
# KB-3-1 tox – KB-3-1 parental cell cytotoxicity. actives 1.4% (n = 400,000). KB-3-1 viability, CellTiter-Glo ATP luminescence, 72 h. Potency, µM (titrated, usually from 46.1 µM), for the others: at the highest dose activity change, negative = cytotoxic, hits mostly cytotoxic; further: potency means the concentration at half of the fitted maximal effect; on the % scale 0 is the no-effect control and ±100 the full control effect; nearly all actives have a fitted effect of over 60% in size
#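 Multi-concentration cytotoxicity screen in KB-3-1 cells grown in DMEM lacking phenol red with 10% FBS. After 72 h at 37 °C with compound, ATP-dependent luminescence was recorded.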
# IL-1B inflam inh – inflammasome signaling inhibition, IL-1 beta readout | THP-1 LPS/ATP IL-1B secretion, AlphaLISA, 16 h; stronger effect = lower value | activity change, % at 57.5 µM | actives 4.7% (n = 360,000) | AID 743279; in the data active means activity change below about -50%; inconclusive means mostly about -30% to -49%; further: on the % scale 0 is the no-effect control and ±100 the full control effect
#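 THP-1 cells pretreated 1 hr with compounds (up to 57.5 uM final), then stimulated with LPS (250 ng/mL final) plus ATP (1.25 mM final); secreted IL-1B measured by AlphaLISA after 16 hr, decreased signal indicating inhibition.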
# HT1080NT lethal – kills 2HG-producing HT-1080-NT fibrosarcoma cells; Potency, µM (series often up to 46.1 µM), inactives show at the highest dose activity, negative = less viability, hits mostly cytotoxic; HT-1080-NT fibrosarcoma viability, CellTiter-Glo ATP luminescence, 48 h; actives 1.6% (n = 360,000);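 further: NT is the 2HG producing partner of a matched IDH1 knockdown line; potency means the concentration at half of the fitted maximal effect; 0% = DMSO-treated cells and -100% = media-only wells without cells; nearly all actives have a fitted effect of over 55% in size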
#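 HT-1080-NT fibrosarcoma cells (2HG-overproducing), 750 cells/well in RPMI with 5% FBS, dosed after 2 h and incubated 48 h at 37C. CellTiter-Glo luminescence normalized to DMSO and no-cell wells; concentration-response curves fitted and classed.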
# ATXN2 expr inh – reduces ATXN2 reporter expression in HEK-293 cells; Potency, µM (titrated, usually from 57 µM), without a hit: at the top dose activity change, negative = inhibition, actives largely listed as inhibitors; actives 0.72% (n = 360,000); HEK-293 ATXN2-luciferase reporter, luminescence, 24 h; further: potency means the concentration at half of the fitted maximal effect; on the % scale 0 is the no-effect control and ±100 the full control effect; nearly all actives have a fitted effect of over 55% in size
#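 ATXN2-luciferase reporter cells (luciferase flanked by upstream and downstream ATXN2 gene portions) were treated 24 h at 37 °C with compounds at up to 57 uM. SteadyGlo luminescence gave expression; GF-AFC fluorescence gave viability.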
# SW480 rereplic – induces DNA re-replication in SW480 colon adenocarcinoma cells | Potency, µM (doses to about 46.1 µM), for inactives: top-dose re-replication activation, most hits filed as activators | actives 1.8% (n = 340,000) | SW480 DNA re-replication, Hoechst DNA content imaging, 48 h | AID 624297; further: potency means the concentration at half of the fitted maximal effect; % of control where 0% means no effect; nearly all actives have a fitted effect of over 55% in size
#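 Cells (250 per well) received 23 nL compound or DMSO by pin tool and were kept 48 hr at 37 C, 5% CO2. Nuclei were then stained with Hoechst for 40 min and scanned for DNA content.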
# MCF10A rereplic – DNA re-replication induction in MCF 10a cells | MCF 10A DNA re-replication, Hoechst nuclear intensity, 48 h | Potency, µM (doses to about 46.1 µM), for inactives: at the highest dose activity, positive = re-replication, hits mostly activators | actives 2.9% (n = 350,000) | AID 624296; further: potency means the concentration at half of the fitted maximal effect; % of control where 0% means no effect; nearly all actives have a fitted effect of over 50% in size
# HT1080 IDH1KD tx – kills HT-1080 cells with IDH1 knockdown; HT-1080 IDH1 knockdown viability, ATP luminescence, 48 h; Potency, µM (titrated, usually from 46.1 µM), for the others: at the top dose activity, negative = toxicity, most hits filed as cytotoxic; actives 2% (n = 360,000);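 further: potency means the concentration at half of the fitted maximal effect; 0% = DMSO wells and -100% = cell-free medium wells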
#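 After a 2 h attachment period, IDH1KD HT-1080 cells took pin-transferred compound for 48 h at 37 °C; ATP-based luminescence after 10 min room-temperature reagent incubation reported viability.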
# * hit, by the source's call; i = inactive; ? = inconclusive; / = not tested or not shown; [ ] = dose if it differs, or a comment. Unless noted, the call rests on the fitted dose curve; in most records, active means well fitted curve in the direction sought with a large enough effect; inconclusive means small, poorly fitted or top-dose-only effect, or another doubt; inactive means no such curve, though single readings can be large; an effect the other way counts as inactive or inconclusive. No enrichment for hits; any-hit rate near 11%.
# Preview, 13 compounds:
# Below each SMILES: KB-V1 cytotox	S2 tox	KB-3-1 tox	IL-1B inflam inh	HT1080NT lethal	ATXN2 expr inh	SW480 rereplic	MCF10A rereplic	HT1080 IDH1KD tx
1) O=C(CCc1ccc(S(=O)(=O)NCCc2ccccc2)cc1)Nc1ccc2c(c1)OCCO2
    21µM*	i	-25%	29	1%	-22%	?	?	-2%
2) Cc1noc(C)c1CSc1nc2ccccc2nc1NS(=O)(=O)c1ccc(Cl)cc1
    ?	i	?	32	?	-26%	2%	2.6µM*	?
3) CCN(CC)CCOc1ccc2c(c1)C(=NO)c1cc(OCCN(CC)CC)ccc1-2
    7%	8.9µM*	0%	-105*	10µM*	11µM*	-9%	-2%	7.1µM*
4) CCn1c(SCC(=O)Nc2cc(C)on2)nnc1-c1ccc(S(=O)(=O)N2CCN(C)CC2)cc1
    2%	i	1%	?	6%	2%	-10%	0%	3%
5) COc1ccc(CC(=O)NNS(=O)(=O)c2cccc([N+](=O)[O-])c2)cc1OC
    13%	i	10%	21	21%	12%	?	4%	5%
6) CCN(C(=O)c1cc(S(=O)(=O)N2CCc3ccccc32)cn1C)c1ccccc1
    3%	i	3%	8	10%	5%	-10%	5%	9%
7) CN1CCN(NC(=O)c2cccc(S(=O)(=O)N3CCCCCC3)c2)CC1
    19%	i	3%	8	5%	/	-23%	-1%	-4%
8) CC1=NN(S(=O)(=O)c2ccc(F)cc2)C(=O)c2ccccc2O1
    3%	i	-4%	-4	1%	0%	-5%	0%	-2%
9) COc1ccc(C(=O)CN2C(=O)NC(C)(c3ccccc3)C2=O)cc1OC (stereo unspecified)
    3%	?	-3%	-19	0%	-2%	-8%	-2%	-1%
10) CCOc1ccc(CCNC(=O)C2Cc3ccccc3N2C(=O)CC)cc1OCC (stereo unspecified)
    5%	i	9%	/	/	8%	/	/	/
11) O=C(OCC(=O)N1CCCCCC1)c1ccc(F)cc1F
    29%	i	7%	-4	17%	28%	/	/	14%
12) COCCNC(=O)NC(=O)COC(=O)Cc1ccc2c(c1)OCCO2
    5%	i	-5%	14	2%	2%	-4%	0%	-5%
13) Cn1c(C(F)(F)F)nc2c(=O)oc3ccccc3c21
    -1%	i	2%	-1	29%	6%	-1%	1%	14%

# The list itself, from the start:
# Below each SMILES: KB-V1 cytotox	S2 tox	KB-3-1 tox	IL-1B inflam inh	HT1080NT lethal	ATXN2 expr inh	SW480 rereplic	MCF10A rereplic	HT1080 IDH1KD tx
1) O=C(CCc1ccc(S(=O)(=O)NCCc2ccccc2)cc1)Nc1ccc2c(c1)OCCO2
    21µM*	i	-25%	29	1%	-22%	?	?	-2%
2) Cc1noc(C)c1CSc1nc2ccccc2nc1NS(=O)(=O)c1ccc(Cl)cc1
    ?	i	?	32	?	-26%	2%	2.6µM*	?
3) CCN(CC)CCOc1ccc2c(c1)C(=NO)c1cc(OCCN(CC)CC)ccc1-2
    7%	8.9µM*	0%	-105*	10µM*	11µM*	-9%	-2%	7.1µM*
4) CCn1c(SCC(=O)Nc2cc(C)on2)nnc1-c1ccc(S(=O)(=O)N2CCN(C)CC2)cc1
    2%	i	1%	?	6%	2%	-10%	0%	3%
5) COc1ccc(CC(=O)NNS(=O)(=O)c2cccc([N+](=O)[O-])c2)cc1OC
    13%	i	10%	21	21%	12%	?	4%	5%
6) CCN(C(=O)c1cc(S(=O)(=O)N2CCc3ccccc32)cn1C)c1ccccc1
    3%	i	3%	8	10%	5%	-10%	5%	9%
7) CN1CCN(NC(=O)c2cccc(S(=O)(=O)N3CCCCCC3)c2)CC1
    19%	i	3%	8	5%	/	-23%	-1%	-4%
8) CC1=NN(S(=O)(=O)c2ccc(F)cc2)C(=O)c2ccccc2O1
    3%	i	-4%	-4	1%	0%	-5%	0%	-2%
9) COc1ccc(C(=O)CN2C(=O)NC(C)(c3ccccc3)C2=O)cc1OC (stereo unspecified)
    3%	?	-3%	-19	0%	-2%	-8%	-2%	-1%
10) CCOc1ccc(CCNC(=O)C2Cc3ccccc3N2C(=O)CC)cc1OCC (stereo unspecified)
    5%	i	9%	/	/	8%	/	/	/
11) O=C(OCC(=O)N1CCCCCC1)c1ccc(F)cc1F
    29%	i	7%	-4	17%	28%	/	/	14%
12) COCCNC(=O)NC(=O)COC(=O)Cc1ccc2c(c1)OCCO2
    5%	i	-5%	14	2%	2%	-4%	0%	-5%
13) Cn1c(C(F)(F)F)nc2c(=O)oc3ccccc3c21
    -1%	i	2%	-1	29%	6%	-1%	1%	14%
14) CCCCCCCC(=O)NNC(=O)c1c(O)c2ccccc2n(CC)c1=O
    18µM*	i	?	20	12%	?	?	?	-2%
15) CCOC(=O)c1[nH]c(C)c(/C(O)=C2\C(=O)C(=O)N(CCCN3CCOCC3)C2c2cccnc2)c1C (stereo unspecified)
    7%	i	10%	1	7%	6%	-10%	-3%	13%
16) COC(=O)c1cccc(N(C(=O)c2ccco2)C(C(=O)NC2CCCC2)c2ccco2)c1 (stereo unspecified)
    -12%	i	-1%	-17	11%	6%	8%	-2%	12%
17) O=C(Nc1ncc2c(n1)CC(c1cccc(Cl)c1)CC2=O)c1ccco1 (stereo unspecified)
    /	i	/	-10	-15%	-4%	-4%	0%	-13%
18) O=C(c1ccc(N2CCCCC2)c([N+](=O)[O-])c1)N(c1ccccn1)c1ccccn1
    ?	i	1%	16	11%	-14%	6%	1%	10%
19) CCOc1ccc(C(=O)N2CCC(c3nnc(-c4ccccc4OC)o3)CC2)cc1
    -7%	i	12%	/	/	10%	/	/	/
20) CN1c2ccccc2-c2nc3ccccc3n2C1c1ccccn1 (stereo unspecified)
    -24%	i	-5%	-7	-1%	3%	8%	?	-4%
21) Cc1c(NC(=O)C2CCCN(S(=O)(=O)c3cnc[nH]3)C2)c(=O)n(-c2ccccc2)n1C (stereo unspecified)
    1%	i	8%	7	8%	6%	-5%	0%	11%
22) CCOc1ccc(NC(=O)c2cc3sc(Cl)cc3n2CC)cc1
    ?	i	3%	/	/	3%	/	/	/
23) COc1ccc(CCNc2ccncn2)cc1
    -1%	i	-24%	-5	-2%[9.24 µM]	-2%	1%	-1%	-5%
24) C=CCn1c(COc2ccccc2)nnc1SCC(=O)N/N=C/c1cc(Cl)ccc1O
    ?	i	-24%	47	?	?	?	-14%	-21%
25) CCS(=O)(=O)N1CCC(C(=O)NC2CCCCCCC2)CC1
    -23%	i	0%	0	-3%	12%	-11%	-5%	7%
26) Cc1ccc(S(=O)(=O)CC(=O)Nc2ccc(F)c(F)c2F)cc1
    11%	i	2%	9	15%	4%	1%	-1%	4%
27) COc1cc(OC)c(OC)cc1/C=N/NC(=O)c1cnccn1
    16%	i	-2%	-5	15%	20%	1%	-4%	17%
28) CCCCn1c(N)c(N(CC(C)C)C(=O)CCC2CCCCC2)c(=O)[nH]c1=O
    /	i	/	-4	0%	6%	7%	1%	-3%
29) CCCC(=O)NC(Nc1ccc(S(=O)(=O)Nc2ncccn2)cc1)(C(=O)OCC)C(F)(F)F (stereo unspecified)
    18%	?	-3%	-10	6%	1%	-3%	-2%	16%
30) Cc1nc2ccc(NC(=O)/C=C/C(=O)O)cc2nc1C
    0%	i	-4%	25	4%	-7%	-3%	1%	10%

# Shown as a hit in IL-1B inflam inh, among the entries above:
No. | Compound | IL-1B inflam inh | SW480 rereplic
3 | CCN(CC)CCOc1ccc2c(c1)C(=NO)c1cc(OCCN(CC)CC)ccc1-2 | -105* | -9%

# Continuation.
# Below each SMILES: KB-V1 cytotox	S2 tox	KB-3-1 tox	IL-1B inflam inh	HT1080NT lethal	ATXN2 expr inh	SW480 rereplic	MCF10A rereplic	HT1080 IDH1KD tx
31) CCCCCC1CC(=O)N(Cc2ccccc2)C(=O)N1 (stereo unspecified)
    -1%	i	9%	0	2%	-2%	2%	4%	0%
32) CSc1ncccc1C(=O)N1CCN(S(=O)(=O)c2ccc(F)cc2)CC1
    -7%	i	-4%	6	-1%	-4%	-36%[inhibitor]	4%	-1%
33) Cc1cccc(C(=O)N[C@H](C(=O)OCc2cc(=O)n3c(n2)sc2ccccc23)C(C)C)c1
    -13%	i	26%	15	-3%	-1%	-4%	?	-1%
34) CC(C)OC(=O)CSc1nnc(-c2cccnc2)n1N
    -2%	i	14%	35	14%	2%	-5%	-3%	23%
35) Cc1cc2ccccn2c1C(=O)c1cccc([N+](=O)[O-])c1
    ?	i	?	0	-16%	/	21%	?	?
36) CC(C)(O)P(C)(=O)c1ccccc1 (stereo unspecified)
    4%	i	-1%	1	0%	-6%	1%	-4%	-1%
37) O=c1cnnc(N/N=C/c2ccc3c(c2)OCO3)[nH]1
    7.3µM*	i	?	0	-2%	0%	3%	-2%	0%
38) COc1cc([N+](=O)[O-])ccc1NC(=O)C[n+]1ccccc1C
    17%	i	13%	-8	-8%	-10%	-6%	-1%	-8%
39) CC(=O)Nc1ccc(S(=O)(=O)Nc2nc3ccccc3nc2Cl)cc1
    -2%	i	-8%	0	7%	/	-8%	-6%	-3%
40) C=CCNc1nc2cc(-c3cccc(Cl)c3)sc2c(=O)n1C
    ?	?	-18%	79	?	1%	/	/	?
41) Cc1nnc(NC(=O)C(C)Sc2nnc(-c3ccco3)n2C)s1 (stereo unspecified)
    26%	i	-2%	12	-1%	-6%	-4%	-11%	12%
42) CCN(CC)C(=O)n1nc(C)c(CN2C(=O)c3ccccc3C2=O)c1C
    17%	i	3%	40	-7%	-3%	-3%	0%	-3%
43) C=CCNC(=O)c1c(-c2c(F)cccc2Cl)noc1C
    3%	i	-4%	0	-1%	-9%	-9%	0%	1%
44) CCOC(=O)c1cnn(CC2CCCCC2)c1N
    11%	i	13%	0	9%	15%	-6%	0%	4%
